# TAAR1 antagonist = human TAAR1 antagonism; inhibition, % at 3 µM; 360,000 tested, 1.5% active; CHO RD-HGA16 TAAR1, Fluo-8 calcium fluorescence, antagonist;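 active = inhibition above a per-plate cutoff, the mean inhibition of test compounds on that plate plus 3 SD, cut at about 49% in these data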;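 note: 0% = DMSO plus EC80 beta-PEA response and 100% = DMSO alone without agonist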
# Target sequence (Q96RJ0 whole entry, looked up): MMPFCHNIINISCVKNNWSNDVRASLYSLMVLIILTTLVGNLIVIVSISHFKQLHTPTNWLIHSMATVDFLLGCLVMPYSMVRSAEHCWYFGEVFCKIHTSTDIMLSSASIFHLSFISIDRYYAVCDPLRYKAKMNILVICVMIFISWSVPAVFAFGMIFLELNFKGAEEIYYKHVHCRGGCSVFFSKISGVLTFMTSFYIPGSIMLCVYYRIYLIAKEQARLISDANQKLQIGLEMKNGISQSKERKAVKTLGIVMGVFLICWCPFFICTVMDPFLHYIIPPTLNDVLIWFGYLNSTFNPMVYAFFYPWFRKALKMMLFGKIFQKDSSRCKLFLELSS
#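 Test system – hTAAR1-expressing CHO RD-HGA16 cells, Gα16-coupled · Also added – β-PEA at EC80 concentration, post-compound challenge · Compound – 3 µM, single point · Incubation – dye loading 75 min at 37 °C, then 30 min room temperature · Measured by – Fluo-8 intracellular calcium dye fluorescence, real-time kinetic reads · Benchmarks – vehicle and agonist controls · Replicates – singlicate, one well per test compound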
# M5 antag = antagonists of human muscarinic M5 receptor (CHRM5) | CHO-hM5 cells, Fluo-8 calcium fluorescence, ACh EC80 | inhibition, % at 3 µM | 360,000 tested, 0.59% active;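 active = inhibition above a per-plate cutoff, the mean of that plate's test compounds plus 3 SD, cut at about 27% in these data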;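 note: 0% = acetylcholine EC80 with DMSO and 100% = DMSO without agonist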
# CHRM5 PAM = CHRM5 positive allosteric modulation. P08912. CHO-K1 hM5, Fluo-8 calcium, ACh EC20 PAM; 0% = ACh EC20, 100% = ACh EC100. activation, % at 3 µM. 360,000 tested, 0.3% active. AID 624038;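 active = activation above the run cutoff, the mean activation of all test compounds plus 3 SD, cut at about 18% in these data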
#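 Assay system: CHO-K1 hM5 cells / Incubation: Fluo-8 loading 80 min at 37 °C plus 30 min room temperature / Technique: Fluo-8 calcium dye fluorescence, kinetic read / Repeats: single replicate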
# CRFR2-BP antag = blocks CRF-induced signaling of the CRF-BP/CRF-R2 complex; HEK293 CRF-R2/CRF-BP, CRF-induced calcium fluorescence; inhibition, % at 11.8 µM; 350,000 tested, 0.59% active; AID 588475;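 active = inhibition of the ligand-induced calcium signal above about 50% at the single tested concentration, limit read from the data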
# TAAR1 agonist = agonists of human TAAR1 | Q96RJ0 | CHO RD-HGA16 TAAR1, Fluo-8 calcium fluorescence; vehicle wells 0%, saturating PEA agonist 100% | activation, % at 3 µM | 360,000 tested, 0.99% active;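 active = activation above the mean activation of all test compounds in the run plus 3 SD, cut at about 38% in these data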
#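 Test system: RD-HGA16 (CHO) cells co-expressing Gα16 and hTAAR1; dosing: one-point dosing at 3 µM (nominal); timing: 17-24 h seeding, 75 min 37 °C dye, 30 min RT; signal: kinetic Fluo-8 calcium fluorescence; read-out basis: % activation relative to PEA EC100 response; controls: DMSO and PEA EC100; replicates: n 1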
# M1 PAM parental = M1 PAM counterscreen hit in parental CHO-K1 cells; ATP EC20, Fluo-8 calcium fluorescence; 0% at ATP EC20, 100% at ATP max; activation, % at 3 µM; 360,000 tested, 0.02% active; AID 602247;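 active = activation above the run cutoff, the mean activation of all test compounds plus 3 SD, cut at about 40% in these data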;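 note: peak over basal fluorescence ratio in a 140 s read after ATP addition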
# CRFR2-BP ag = CRF-BP/CRF-R2 complex agonism; AID 588473; HEK293 CRF-R2/CRF-BP, calcium dye fluorescence (FLIPR); percent of saturating CRF peptide response; activation, % at 13.2 µM; 350,000 tested, 0.46% active;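 active = activation of at least 50%, plus an integration ratio under a set limit after plate pattern correction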;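 note: plate controls were neutral control wells without compound for no effect and CRF at EC100 for full effect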
# CHRM5 agonist = CHRM5 agonism in calcium assay | P08912 | CHO-K1 hM5 cells, Fluo-8 calcium fluorescence; 0% DMSO wells, 100% maximal acetylcholine response | activation, % at 3 µM | 360,000 tested, 0.19% active | AID 624037;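 active = activation above the run's mean over test compounds plus 3 SD, cut at about 23% in these data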;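 note: signal is peak over basal fluorescence ratio across the kinetic read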
# CHRM4 PAM = CHRM4 positive allosteric modulation; 360,000 tested, 0.4% active; AID 624126; CHO-K1 hM4/Gqi5, Fluo-8 calcium fluorescence, ACh EC20; 0% = ACh EC20, 100% = maximal ACh; activation, % at 3 µM;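 active = activation above its plate's cutoff, the mean activation of sample wells plus 3 SD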; note: some results filed as inactive read as strong as hits
# Target sequence (P08173 whole entry, looked up): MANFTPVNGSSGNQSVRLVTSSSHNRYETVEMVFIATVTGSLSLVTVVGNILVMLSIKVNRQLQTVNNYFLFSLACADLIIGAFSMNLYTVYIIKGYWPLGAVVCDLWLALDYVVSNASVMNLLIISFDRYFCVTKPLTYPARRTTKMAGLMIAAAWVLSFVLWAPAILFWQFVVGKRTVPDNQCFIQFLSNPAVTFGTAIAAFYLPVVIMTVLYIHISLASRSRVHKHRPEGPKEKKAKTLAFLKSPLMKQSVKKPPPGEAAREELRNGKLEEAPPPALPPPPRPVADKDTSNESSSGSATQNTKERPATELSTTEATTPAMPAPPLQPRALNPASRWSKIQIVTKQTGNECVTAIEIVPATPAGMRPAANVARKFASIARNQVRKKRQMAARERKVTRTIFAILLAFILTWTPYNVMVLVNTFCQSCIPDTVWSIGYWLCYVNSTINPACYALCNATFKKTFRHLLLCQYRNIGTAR
# Active calls of the source: *; / = no result given.
SMILES,TAAR1 antagonist,M5 antag,CHRM5 PAM,CRFR2-BP antag,TAAR1 agonist,M1 PAM parental,CRFR2-BP ag,CHRM5 agonist,CHRM4 PAM
CCOC(=O)c1c(C)[nH]c(C(=O)N2CCN(c3ccc(OC)cc3)CC2)c1C,1,-10,-4,-26,0,19,-3.9,-2,3
O=c1c2c3c(sc2nc(NCCO)n1CCc1ccccc1)CCCCC3,-13,9,-8,-21,11,-9,2.4,2,-9
O=C(NCCS(=O)(=O)NCc1ccc2c(c1)OCO2)c1ccccc1,-11,16,-6,-28,2,12,-0.6,-2,1
CC(=O)NC(c1ccccc1)c1c(O)ccc2ccccc12 (stereo not drawn),19,2,15,-9,8,22,0.8,2,0
O=c1[nH]nc(C(F)(F)F)c2nnn(Cc3ccccc3Cl)c12,-8,9,-1,30,8,-9,0.3,-3,-2
Cc1ccc(-n2c(C)nnc2SCC(=O)NNC(=O)c2ccco2)cc1,0,-4,2,5,-1,19,-0.9,-2,-2
CC1(C)CC(=O)C(N=Nc2cc3c(cc2[N+](=O)[O-])OCCO3)=C(O)C1,16,4,5,19,-2,16,0.1,-2,7
COc1ccc(NC(=O)Nc2nnc(-c3ccncc3)s2)cc1,49*,9,-5,-4,17,7,36,3,1
O=C(C1CCCN1S(=O)(=O)c1cccc2nsnc12)N1CCN(c2ccccc2)CC1 (stereo not drawn),/,-1,-7,-17,/,0,-1.2,0,-2
CCn1ncc(/C=N\NC(=O)c2csc3ccccc23)c1C,-9,0,-7,-5,1,10,-0.5,-2,-7
O=C(NCCOc1ccccc1)C1CCC(=O)N(CCc2ccc(Cl)cc2)C1 (stereo not drawn),7,3,-3,7,0,10,-0.1,-4,1
CCNc1nc(NCC)nc(SCCOC(=O)COc2ccc(Cl)cc2Cl)n1,23,-7,-4,-4,2,18,0.2,-1,5
Cn1cc(SCC(=O)N2CCCc3ccccc32)c2ccccc21,-2,8,-9,-9,-3,11,-2.0,-1,-1
O=C(O)c1ccc(C[n+]2c(-c3ccccc3)csc2Nc2ccccc2)cc1,-22,9,-5,24,0,0,-1.1,0,14
CCN(CC)c1ccc(/C=N/NC(=O)c2cnccn2)c(O)c1,49*,14,-2,-6,18,11,-1.0,-1,-20
Cc1ccc(OCC(=O)Nc2cccc(O)c2)cc1C,-5,5,-1,1,19,10,-0.9,-2,2
CCOc1ccccc1Nc1ncnc2c1cnn2-c1ccccc1,-7,3,-7,-8,-1,-2,-1.4,-3,4
Cc1cc(S(=O)(=O)NCCN2CCOCC2)ccc1Cl,1,7,-1,-4,-1,10,3.8,-3,-3
O=C(NN=C(Cc1ccccc1)Cc1ccccc1)C1CC1,2,2,8,-10,-2,-10,-0.8,-4,14
CCN(CC)C1Oc2cc3c(cc2C(c2cccc(OC)c2O)C1C)OCO3 (stereo not drawn),-20,4,-1,120*,4,-8,-0.3,7,-2
CCCN1C(=O)S/C(=C/c2ccc(N3CCOCC3)o2)C1=O,22,9,2,-29,19,15,61*,4,-1
COC(=O)N/N=C/c1cc([N+](=O)[O-])cc(Br)c1O,8,-1,-3,-6,0,5,-0.8,2,-1
COc1ccccc1C(=O)Nc1cccnc1,-27,5,2,11,1,7,-2.4,0,2
CC(=O)N1c2ccc(S(=O)(=O)NCCC(=O)N3CCC(C)CC3)cc2CC1C (stereo not drawn),-9,1,2,6,0,1,0.6,-1,3
COc1ccc(NC(=O)C(=O)Nc2cccc3cccnc23)cc1OC,-4,18,-6,20,0,-1,-0.5,-3,-7
O=C(CC1NC(=S)NC1=O)c1ccc(Cl)cc1 (stereo not drawn),-25,-1,2,0,1,20,-2.3,1,0
CCOc1ccccc1N(CC(=O)Nc1cc(OC)ccc1OC)S(=O)(=O)c1ccccc1,17,-5,-7,-2,7,21,-0.2,-4,-5
N/C(=N\OC(=O)c1cccc(Br)c1)c1ccc([N+](=O)[O-])cc1,-17,3,-3,7,3,8,-2.6,2,-2
COc1cc(/C=N/NC(=O)c2cc3ccccc3[nH]2)ccc1O,19,-3,-4,-13,5,17,1.2,0,-6
CCC(=O)Nc1ccc(-c2nc3ccccc3c(=O)o2)cc1,0,11,-5,-42,8,2,-0.4,0,11

# Part of the list above with just CHRM4 PAM, CRFR2-BP ag and CRFR2-BP antag:
canonical_smiles,CHRM4 PAM,CRFR2-BP ag,CRFR2-BP antag
COc1cc(/C=N/NC(=O)c2cc3ccccc3[nH]2)ccc1O,-6,1.2,-13
CC(=O)N1c2ccc(S(=O)(=O)NCCC(=O)N3CCC(C)CC3)cc2CC1C (stereo not drawn),3,0.6,6
O=C(NN=C(Cc1ccccc1)Cc1ccccc1)C1CC1,14,-0.8,-10

# Next section
SMILES,TAAR1 antagonist,M5 antag,CHRM5 PAM,CRFR2-BP antag,TAAR1 agonist,M1 PAM parental,CRFR2-BP ag,CHRM5 agonist,CHRM4 PAM
O=C(Cc1ccccc1[N+](=O)[O-])NCCCc1ccccc1,-22,6,1,12,4,2,-0.4,0,-4
Cc1noc(C)c1COc1ccc(C(=O)Nc2nnc(CC(C)C)s2)cc1,-8,3,-1,-11,9,3,5.9,6,13
COc1ccc2cc(-c3csc(-c4cccnc4)n3)ccc2c1,11,-2,-2,-9,0,10,0.3,-4,-3
Cc1ccccc1C(=O)Nc1nnc(SCC(=O)NCc2ccco2)s1,-10,9,-1,-14,6,-6,0.6,1,3
Cc1ccc(C(=O)Oc2coc(CSc3nnc(NC(=O)C4CC4)s3)cc2=O)cc1C,-2,-4,3,-15,-1,14,-0.9,-2,-1
Cc1ccc(C(=O)OCC(=O)NCCC2=CCCCC2)s1,-10,7,-2,15,4,6,-1.6,-7,-4
COc1ccc(Oc2cccc(Cl)c2CNC(=O)CC(C)(C)CC(=O)O)cc1,-16,11,-7,-3,-1,10,0.2,-2,4
COc1ccc(NC(=O)C2CCCN(C(=O)Nc3cccc(OC)c3)C2)cc1 (stereo not drawn),-4,2,0,1,4,26,-0.5,-3,12
CCOc1ccc(-n2c(SCC(=O)N3CCc4ccccc43)nnc2-c2c[nH]c3ccccc23)cc1,0,-5,2,22,0,18,-2.8,2,3
Cc1nc(NCCc2ccc(F)cc2)c(C#N)c(C)c1[N+](=O)[O-],3,4,-2,-48,0,7,3.9,-2,2
CC(=O)c1ccc(OC(=O)C(CCS(C)(=O)=O)N2C(=O)c3ccccc3C2=O)cc1 (stereo not drawn),-13,-5,1,23,5,13,0.9,1,12
COCc1cc(C)nc(SCC(=O)Nc2cccc(C)c2)c1C#N,12,6,-9,0,3,1,0.8,-4,6
CCOc1ccc(CNC(=O)c2ccc(NC(=O)C3=CSCCO3)cc2)cc1,1,4,0,11,0,-14,-0.3,1,-3
Cc1cc2cc(C)c(SCC(=O)NCc3ccco3)nc2cc1C,-7,0,-6,-8,7,2,-0.2,-4,-3
S=C1Cc2ccccc2N1,3,11,4,-14,43*,22,0.1,0,39*
Cc1cccc(C2c3[nH]c4ccccc4c3CCN2C(=O)c2ccc(=O)[nH]c2)n1 (stereo not drawn),10,8,4,-4,0,28,-2.2,-2,6
C[C@H](C(=O)CC(=O)OC(C)(C)C)[C@H](O)c1ccccc1,7,3,7,-13,0,21,-0.5,3,10
O=C(NCC1CCCO1)c1cc(-c2ccccc2)nc2ccc(Br)cc12 (stereo not drawn),31,4,-1,24,5,-22,-0.2,-2,4
Cc1ccc(O)c(/C=N/NC(=O)Cc2ccc(Cl)cc2)c1,-8,-5,-6,11,2,6,0.2,-12,-5
CCOc1ccc(NC(=O)CN(C)C(=O)CCN2C(=O)C3CC=CCC3C2=O)cc1OCC (stereo not drawn),-22,7,-2,-3,-1,-1,-0.8,2,-2
O=C(Nc1ccc(Cl)cc1)c1cccs1,-8,-6,-5,-2,12,-4,-0.9,-9,-1
COc1cc(-c2cccs2)cc(=O)c2c(C)oc(C)c12,-6,-1,0,-12,13,12,6.3,2,1
Fc1ccccc1NC(=S)N1CCN(C/C=C/c2ccccc2)CC1,-3,-1,0,-4,4,25,0.1,-3,3
O=S(=O)(NCc1ccc(F)cc1)c1cc(Br)ccc1Br,33,10,-3,-3,11,11,0.4,-11,8
C=CCOc1nc2c(c(=O)n(C)c(=O)n2C)n1Cc1ccc(Cl)cc1Cl,-7,19,-7,-32,4,10,0.2,-2,2
COc1cc(SC#N)ccc1N=Cc1c(C)[nH]n(-c2ccc(C)c(C)c2)c1=O,87*,3,7,-82,-1,13,46,1,3
O=C(COC(=O)CNC(=O)C1CCCCC1)Nc1ccc(Cl)cn1,6,3,-3,14,4,-1,-0.9,-3,-3
Cc1cc(C)n2c(NC3CCCCC3)c(CC(C)C)nc2n1,-6,0,-3,/,1,13,/,0,8
N#C/C(=N\Nc1cccc2ccccc12)c1nnc2n1CCCCC2,-6,9,-7,9,7,14,1.7,-4,-7
COc1cc(C#N)ccc1OCC(=O)N1CCc2ccccc2C1,-14,15,-6,6,2,3,0.4,-3,-5
COc1ccc(NC(=O)C[C@H]2C(=O)N(C3CCCCC3)C[C@@H]2c2ccc(OC)cc2)cc1,5,-1,5,-2,1,-5,0.6,2,3
O=c1cc(Cl)c2ccccc2n1-c1ccccc1,-17,1,5,4,-4,-4,0.4,-6,12
CCCn1c2ccc(C)cc2c2n[nH]c(=S)nc21,-8,8,5,-3,3,-7,-3.2,-4,0
Cc1[nH]c(C)c2c(=O)n(-c3ccccc3)ncc12,8,16,-5,45,9,19,-3.2,4,8
COc1cccc(NC(=O)CN(C)CC(=O)Nc2ccc3c(c2)CCC3)c1,-3,2,7,0,5,-3,-0.3,-2,0
CCOc1ccc(C2/C(=C(\O)c3cccc(OC)c3)C(=O)C(=O)N2c2cc(C)on2)cc1OC (stereo not drawn),-3,1,2,10,17,23,-1.2,2,2
N#CC1=C(N)Oc2cc(N)ccc2C1c1ccsc1 (stereo not drawn),9,0,-1,21,1,18,-0.3,1,3
CCOc1ccc(C(=O)CCC(=O)N(CC)CC(=O)Nc2c(F)cccc2F)cc1,-25,-4,0,2,2,-3,-0.4,6,-3
COc1ccc(-n2nnnc2SCc2nc(N)nc(N3CCOCC3)n2)cc1,8,-4,2,8,10,21,-1.0,2,21
CCc1nnc(SCC(=O)Nc2nc(C)c(C(=O)N(C)C)s2)n1CC,-8,7,-2,-3,0,15,0.8,-4,-3
CCc1cccc(NC(=O)c2sc3nc4n(c(=O)c3c2C)CCC4)c1,-10,7,-11,0,10,-17,-6.4,-2,-9

# High-throughput results (PubChem)
